Bioassay records (PubChem)
TDP43 rescue = rescues yeast growth from TDP-43 toxicity. 410,000 tested, 1.8% active. TDP-43 expressing yeast growth rescue, BacTiter-Glo, 24 h. Potency, µM (highest dose often 46.1 µM), inactives show top-dose growth rescue (activation), actives largely listed as activators; further: potency means the concentration at half of the fitted maximal effect; % of control where 0% means no effect; nearly all actives have a fitted effect of over 50% in size
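Cell-based yeast growth screen: TDP-43 expression induced in galactose, inoculum OD600=0.02 after raffinose pregrowth to mid-log. Read-out BacTiter-Glo luminescence at 24 hr, 30 deg C; inhibition of toxicity seen as signal increase.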
GLP-1R agonist = GLP-1 receptor (human) agonism; HEK293 GLP-1R CRE-luciferase, luminescence, 4-6 h; cells express a hypersensitive GLP-1R form; P43220; 380,000 tested, 0.007% active; Potency, µM (titrated, usually from 45.6 µM), for inactives: at the highest dose activation, most hits filed as activators; AID 624172; further: potency means the concentration at half of the fitted maximal effect; % of control where 0% means no effect
Target sequence (P43220 whole entry, looked up): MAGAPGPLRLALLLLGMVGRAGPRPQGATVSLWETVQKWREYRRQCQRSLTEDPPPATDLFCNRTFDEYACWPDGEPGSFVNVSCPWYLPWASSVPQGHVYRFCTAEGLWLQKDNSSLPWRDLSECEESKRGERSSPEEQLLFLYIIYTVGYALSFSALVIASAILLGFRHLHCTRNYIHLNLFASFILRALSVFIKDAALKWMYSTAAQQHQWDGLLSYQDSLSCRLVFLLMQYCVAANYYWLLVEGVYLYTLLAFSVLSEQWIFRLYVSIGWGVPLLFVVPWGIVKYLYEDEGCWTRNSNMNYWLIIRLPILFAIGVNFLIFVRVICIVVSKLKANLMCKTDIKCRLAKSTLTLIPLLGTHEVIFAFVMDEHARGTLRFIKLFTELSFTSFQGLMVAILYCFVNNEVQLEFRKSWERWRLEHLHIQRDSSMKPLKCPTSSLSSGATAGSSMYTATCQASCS
Akt phos inh = Akt phosphorylation inhibition; 360,000 tested, 0.32% active; activity change, % for hits at 50 µM; AID 651550; Neuro2A IGF-stimulated pAkt S473 HTRF, 20 min; active compounds read low; in the data active means activity change below about -80%; inconclusive means mostly about -51% to -80%; further: on the % scale 0 is the no-effect control and ±100 the full control effect
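Neuro2A cells (4,500/well, DMEM with 0.5% FBS) were treated with compound at a single 50 µM final concentration, stimulated with 6 nM IGF for 20 min at 37 °C, and lysed. Phospho-Akt Ser473 was read by HTRF as 665/615 ratio ×10^4.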
GLP-1R inv ag = GLP-1 receptor (human) inverse agonism; Potency, µM (doses to about 38.3 µM), for inactives: top-dose activity change, negative = inhibition, usual class: inhibitors; AID 624417; P43220; HEK293 GLP-1R CRE-luciferase, luminescence, 24 h; GLP-1R form is constitutively active; 410,000 tested, 1.6% active; further: potency means the concentration at half of the fitted maximal effect; on the % scale 0 is the no-effect control and ±100 the full control effect; nearly all actives have a fitted effect of over 55% in size
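qHTS in 1536-well format: reporter HEK293 cells expressing constitutive GLP-1R activity in DMEM + 10% Nu serum, 24 hr with compounds at 37 deg C, luminescence read after 12 min with detection reagent.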
PTHR1 ag = agonists of human PTHR1 parathyroid hormone receptor; Q03431; HEK293 GP2 PTHR1 cells, GloSensor cAMP luminescence, 1 h; Potency, µM (series often up to 115 µM), without a hit: at the top dose activation, usual class: activators; 410,000 tested, 0.075% active; AID 743266; further: potency means the concentration at half of the fitted maximal effect; nearly all actives have a fitted effect of over 55% in size; some results filed as inactive show a strong effect at the top dose; inactives centre near -15; many of its hits are not listed in these tables
Target sequence (Q03431 whole entry, looked up): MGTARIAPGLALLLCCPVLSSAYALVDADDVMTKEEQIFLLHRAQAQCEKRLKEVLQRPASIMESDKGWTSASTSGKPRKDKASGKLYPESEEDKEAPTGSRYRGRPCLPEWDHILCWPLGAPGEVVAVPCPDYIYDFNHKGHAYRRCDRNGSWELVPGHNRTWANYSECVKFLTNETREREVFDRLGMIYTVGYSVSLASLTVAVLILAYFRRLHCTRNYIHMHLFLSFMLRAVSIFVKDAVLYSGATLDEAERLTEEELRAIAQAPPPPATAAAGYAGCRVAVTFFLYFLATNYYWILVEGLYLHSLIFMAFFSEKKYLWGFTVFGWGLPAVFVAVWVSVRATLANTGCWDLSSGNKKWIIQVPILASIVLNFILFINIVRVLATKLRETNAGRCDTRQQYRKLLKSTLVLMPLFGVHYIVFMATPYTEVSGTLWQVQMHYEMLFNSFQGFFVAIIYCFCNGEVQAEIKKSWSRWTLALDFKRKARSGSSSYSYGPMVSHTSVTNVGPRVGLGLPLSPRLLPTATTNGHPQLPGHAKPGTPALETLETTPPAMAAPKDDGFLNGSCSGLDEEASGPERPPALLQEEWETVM
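HEK-293-derived GP2 cells expressing PTHR1 and a GloSensor cAMP reporter, 3,000/well, plated overnight, given luciferin plus IBMX (each 0.5 mM as added) for 1 h at 37 °C, then compound for 1 h at 37 °C. Luminescence was read after 15 min at room temperature.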
aSyn rescue = rescues yeast growth from alpha-synuclein toxicity. Yeast expressing alpha-synuclein, growth rescue, BacTiter-Glo, 24 h. Potency, µM (series often up to 46.1 µM), without a hit: top-dose growth rescue (activation), hits mostly activators. 370,000 tested, 0.14% active; further: potency means the concentration at half of the fitted maximal effect; % of control where 0% means no effect; nearly all actives have a fitted effect of over 65% in size
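Screening used galactose-induced yeast with toxic alpha-synuclein levels, exposed to compound for 24 hr at 30 deg C. Cell growth, read with BacTiter-Glo luminescence, gave the measured signal.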
Abeta rescue = compounds reversing amyloid beta toxicity in yeast; 410,000 tested, 0.063% active; yeast expressing A-beta42, growth rescue, OD600, 48 h; response scale: 0% DMSO, 100% iron-clioquinol control; Potency, µM (doses to about 46.1 µM), for the others: at the top dose growth rescue, actives largely listed as activators; further: potency means the concentration at half of the fitted maximal effect; nearly all actives have a fitted effect of over 55% in size
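Yeast A-beta toxicity model in growth medium with pinned compounds, 48 h at 30 C; growth read as absorbance at 600 nm. Normalized to FeCl3/clioquinol equimolar mix (positive) and DMSO (negative).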
FUS yeast rescue = suppressors of FUS proteinopathy in yeast. Potency, µM (doses to about 76.6 µM), for the others: top-dose growth rescue (activation), hits mostly activators. AID 1347120. 390,000 tested, 0.24% active. S. cerevisiae FUS-expressing, growth rescue, OD600, 24 h;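 further: potency means the concentration at half of the fitted maximal effect; plate controls were DMSO vehicle for no effect and reference control for full effect; nearly all actives have a fitted effect of over 55% in size; some results filed as inactive show a strong effect at the top dose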
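Cultures pregrown in 2.5% raffinose medium are shifted to minimal medium containing 2% galactose to express toxic FUS. Compounds are tested at several concentrations. After 24hr at 30C, growth is quantified at 600 nm absorbance.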
DRD3 antagonist = D3 dopamine receptor (human) antagonism; P35462; max response, negative = inhibition, %; D3R cells, DiscoveRx beta-arrestin luminescence, antagonist mode; active compounds read low; 360,000 tested, 2.5% active; AID 652054; in the data active means max response below about -50%; inconclusive means no clear call, values can overlap the other calls; further: on the % scale 0 is the no-effect control and ±100 the full control effect; mostly tested at two doses, the higher about 12 µM
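Cells plated overnight at 1500 cells/well, then exposed to library compounds with dopamine controls for 90 minutes at 37 degrees C. DiscoveRx reagent added for 30–60 minutes at room temperature; luminescence read, quantitative HTS format.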
* marks the source's active call; other numbers are inactive results; i = inactive; ? = inconclusive; . = not tested or not shown; & = joins results of further samples; [ ] = dose if it differs, or a comment. Unless noted, the call rests on the fitted dose curve; in most records, active means well fitted curve in the direction sought with a large enough effect; inconclusive means small, poorly fitted or top-dose-only effect, or another doubt; inactive means no such curve, though single readings can be large; an effect the other way counts as inactive or inconclusive.

SMILES	TDP43 rescue	GLP-1R agonist	Akt phos inh	GLP-1R inv ag	PTHR1 ag	aSyn rescue	Abeta rescue	FUS yeast rescue	DRD3 antagonist
O=C(COc1ccc(S(=O)(=O)N2CCOCC2)cc1Cl)NCc1ccco1	-6%	11%	i	12%	-8%	0%	-7%	-28%	-11
Cc1cc(SCC(=O)OCC(=O)c2c(N)n(C)c(=O)n(C)c2=O)c(C)cc1Br	-2%	-10%	i	-1%[0.307 µM]	-25%	-7%	16%	25%	5
Cc1ccc(S(=O)(=O)N(C)C)cc1NC(=O)C(C)OC(=O)c1ccc2c(=O)n3c(nc2c1)CCC3 (configuration not stated)	1%	3%	i	1%	-8%	-7%	-20%	29%	-5
COc1ccc(O)c(-c2cc(-c3ccccc3[N+](=O)[O-])[nH]n2)c1	20%	14%	i	1%	-6%	3%	23%	4%	2
CC(=O)c1ccc2c(c1)OCCOCCOCCOCCOCCO2	-12%	6%	i	9%	i	-7%	-14%	8%	-9
CCOc1ccc(S(=O)(=O)N2CCC(C(=O)NC3CC3)CC2)cc1Cl	-16%	12%	i	30%	i	0%	4%	-5%	1
O=C(CCn1cncn1)N1CCN(S(=O)(=O)c2ccc(Cl)cc2)CC1	-4%	1%	i	4%	i	1%	-6%	6%	3
CN(C)/C=C(\C#N)C(=O)Nc1ccc(F)cc1	-2%	31%	i	-1%	i	-2%	2%	-21%	-15
COc1ccc(OC)c(S(=O)(=O)NCCCc2ccccc2)c1	24%	-1%	i	7%	-7%	23%	16%	1%	-3
CCN(CC)C(=O)C[n+]1cccc(C(N)=O)c1	-4%	-1%	i	6%	i	1%	-15%	-5%	-4
CS(=O)(=O)N1CCN(c2nc3ccc(Cl)cc3s2)CC1	-3%	6%	i	38%[activator]	-4%	-8%	-22%	7%	-10
CCOc1nc(C#N)nc(N2CCCCC2)n1	0%	-1%	i	?	-54%[inhibitor]	7%&-3%	-5%	10%	?
Cc1csc(=O)n1CC(=O)OCC(=O)Nc1ccc(Cl)cc1F	0%	-2%	i	6%	i	1%	4%	-5%	7
CCOC(=O)c1ccccc1NC(=O)CSc1nnc(C)c(=O)[nH]1	28%	2%	i	10%	-21%	3%	1%	-4%	-5
O=C(CCN1C(=O)C2C3C=CC(C3)C2C1=O)Nc1ccccc1F (configuration not stated)	2%	0%	i	-3%	i	3%	14%	-9%	38
CC(C)NC(=O)CSc1nc2[nH]ncc2c(=O)[nH]1	-4%	-1%	i	-6%	-5%	1%	-4%	-25%	12
CCCCc1ccc(Nc2nc(CCC)cc(=O)[nH]2)cc1	-9%	-2%	i	0%	-15%	-1%	-9%	.	12
O=C(NCCN1CCc2ccccc2C1)C1CCN(S(=O)(=O)N2CCCCC2)CC1	3%	6%	i	-11%	19%[57.5 µM]	-3%	-5%	-1%	-66*
CC(Sc1nnnn1C)C(=O)Nc1ccc2c(c1)OCCO2 (configuration not stated)	10%	0%	i	0%	i	4%	-15%	-30%	5
O=c1cc(O)c2sc3nc(C(F)(F)F)c4c(c3c2[nH]1)CCCCC4	3%	4%	i	2%	-16%	-6%	-24%	18%	2
Cc1cccc(C(=O)N(Cc2cccs2)C2CCS(=O)(=O)C2)c1 (configuration not stated)	-11%	9%	i	12%	i	4%	12%	-13%	0
CC[C@]12c3[nH]c4cc(-c5ccco5)ccc4c3CCN1C(=O)[C@@H](CC(=O)NCCCN(C)C)C[C@@H]2C(=O)N1CCN(C(=O)c2ccco2)CC1	-1%	-3%	i	10%	i	-3%	-3%	28%	9
Cc1cccc(C(=O)N2CCC(=O)N([C@H](COCc3ccc(Cl)cc3)Cc3ccccc3)CC2)c1	16µM*	-3%	i	?	-54%[inhibitor]	22%	12%	?	-1
Cc1c(CCC(=O)NCC(=O)O)c(=O)oc2cc3occ(-c4ccccc4)c3cc12	2%	0%	i	-18%	?	9%	11%	-11%	0
C[C@H](CO)N1C[C@H](C)[C@H](CN(C)S(=O)(=O)c2ccc3c(c2)OCCCO3)OCc2cnnn2CCCC1=O	?	2%	i	2%	-25%	0%	4%	?	-25

Following part:
SMILES	TDP43 rescue	GLP-1R agonist	Akt phos inh	GLP-1R inv ag	PTHR1 ag	aSyn rescue	Abeta rescue	FUS yeast rescue	DRD3 antagonist
Cc1cccc(N2C(=O)N3[C@H]4c5ccccc5OC[C@@H]4[C@@H](c4ccccc4)[C@@]3(C)C2=O)c1	25%	-1%	i	10%	-23%	-21%	7%	?	1
COc1cc(C(=O)OCC(=O)Nc2cc(-c3cc(C)c(C)cc3C)nn2-c2ccccc2)cc(OC)c1OC	-18%	12%	i	1%	-2%	-2%	1%	-7%	0
O=C(NCCCN1CCOCC1)/C(=C/c1cccs1)NC(=O)c1ccccc1	12%	1%	i	19%	-7%	-5%	-14%	-24%	9
COC(=O)CC(NC(=O)c1ccc(C)cc1)c1ccc2c(c1)OCO2 (configuration not stated)	-13%	-4%	i	13%	i	-5%	-14%	14%	-19
CC(C)N(C(=O)NC(=O)NCC1CCCO1)S(C)(=O)=O (configuration not stated)	-24%	-1%	i	8%	27%[57.5 µM]	-6%	0%	19%	-26
O=C(CCn1cccc1)NC1CCCc2ccccc21 (configuration not stated)	-14%	2%	i	-18%	-13%	-5%	2%	.	1
Cc1sc2nc(CN3CCOCC3)nc(Oc3ccc(NC(=O)c4ccco4)cc3)c2c1C	-5%	13%	i	4%	i	-15%	3%	34%	0
CCC(=O)c1ccc(OCC(=O)OCC(=O)Nc2c(C)n(C)n(-c3ccccc3)c2=O)cc1	-29%	-18%	i	11%	?	-3%	-12%	.	-26
COc1ccc(SCC(=O)Nc2ccccc2Cl)cc1	-11%	16%	i	-25%	i	11%	-5%	-1%	0
Cc1ccc(CNC(=O)/C=C/c2ccc(S(=O)(=O)N3CCOCC3)cc2)cc1	-3%	12%	i	13%	i	-19%	-7%	-9%	6
NS(=O)(=O)c1cccc(C(=O)NC2CCSc3ccccc32)c1 (configuration not stated)	-12%	2%	i	6%	-2%	0%	10%	26%	12
CN(C)CCN(C(=O)c1ccc2ccccc2c1)c1nc2ccc(F)cc2s1	-9%	-1%	i	-16%	-23%	-6%	-10%	-34%	1
CC(C)(C)OC(=O)NCc1ccc(CNC(=O)c2nc[nH]c2C(=O)N2CCc3ccccc3C2)cc1	9%	1%	i	11%	i	-3%	-1%	29%	14
CCCCCn1c(CCCNC(=O)c2ccccc2OC)nc2ccccc21	-3%	0%	.	-27%	-20%	.	-2%	-21%	.
Cc1ccc(NC(=O)CSc2nnc(C)c(=O)n2N)cc1	-4%	3%	i	15%	i	4%	-6%	10%	5
O=C(N/N=C/c1cccc2cccnc12)[C@H]1C[C@@H]1c1ccccc1	-1%	9%	i	-15%	i	4%	-8%	-11%	11
Cn1c(=O)c2c(ncn2Cc2ccc(Cl)c(Cl)c2)n(C)c1=O	-24%	-20%	i	0%	?	-7%	-14%	18%	27
CN1CCc2c1nc1ccccc1c2NC(=O)CN1CCCC1	-23%	-1%	i	13%	?	-5%	-4%	22%	-17
Cc1ccc(S(=O)(=O)NCCC(=O)NNC(=O)COc2ccccc2Cl)cc1C	19%	0%	i	?	-11%	6%	-15%	8%	8
O=C(c1c[nH]c2ccccc12)C(O)C(c1ccccc1)N1CCOCC1 (configuration not stated)	-7%	2%	i	-9%	-3%	-7%	6%	-14%	-25

Taken from above for reference:
SMILES	TDP43 rescue	GLP-1R agonist	Akt phos inh	GLP-1R inv ag	PTHR1 ag	aSyn rescue	Abeta rescue	FUS yeast rescue	DRD3 antagonist
O=C(COc1ccc(S(=O)(=O)N2CCOCC2)cc1Cl)NCc1ccco1	-6%	11%	i	12%	-8%	0%	-7%	-28%	-11
Cc1cc(SCC(=O)OCC(=O)c2c(N)n(C)c(=O)n(C)c2=O)c(C)cc1Br	-2%	-10%	i	-1%[0.307 µM]	-25%	-7%	16%	25%	5
Cc1ccc(S(=O)(=O)N(C)C)cc1NC(=O)C(C)OC(=O)c1ccc2c(=O)n3c(nc2c1)CCC3 (configuration not stated)	1%	3%	i	1%	-8%	-7%	-20%	29%	-5
COc1ccc(O)c(-c2cc(-c3ccccc3[N+](=O)[O-])[nH]n2)c1	20%	14%	i	1%	-6%	3%	23%	4%	2
CC(=O)c1ccc2c(c1)OCCOCCOCCOCCOCCO2	-12%	6%	i	9%	i	-7%	-14%	8%	-9
CCOc1ccc(S(=O)(=O)N2CCC(C(=O)NC3CC3)CC2)cc1Cl	-16%	12%	i	30%	i	0%	4%	-5%	1
O=C(CCn1cncn1)N1CCN(S(=O)(=O)c2ccc(Cl)cc2)CC1	-4%	1%	i	4%	i	1%	-6%	6%	3
CN(C)/C=C(\C#N)C(=O)Nc1ccc(F)cc1	-2%	31%	i	-1%	i	-2%	2%	-21%	-15
COc1ccc(OC)c(S(=O)(=O)NCCCc2ccccc2)c1	24%	-1%	i	7%	-7%	23%	16%	1%	-3

Not all compounds are listed; rates above refer to the full screens.
